mHTT-CaM PPI inh: inhibitors of human mutant huntingtin-calmodulin interaction. AlphaScreen His-mHTT/GST-CaM binding, luminescence. hit rate 3.6% among 190,000. inhibition, % at 15 µM;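 further: 0% = both proteins with DMSO and 100% = one protein alone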
Pf apPOL block: Pf-apPOL DNA polymerase inhibition; Recombinant Pf-apPOL, molecular beacon fluorescence, 1.5 h; inhibition, % at 10 µM; hit rate 0.25% among 210,000; AID 1794808
The depositor's hits bear a star; nt = no result given; + = active, no number; & = joins results of further samples. No stated cut-off is given here; in the data, active means inhibition above about 50%; inactive means the rest.

Compound | mHTT-CaM PPI inh | Pf apPOL block
CCn1c(C2CCN(S(=O)(=O)c3ccc(Cl)cc3)C2)nc2cccnc21 (stereo not drawn) | 1.1 | 1.9
CCc1cc2c(=O)oc(-c3ccccc3C)nc2s1 | -29.0 | -4.2
O=[N+]([O-])c1ccc(O)c(C=Nc2ccc(Cl)c(Cl)c2)c1 | 14.0 | 2.9
Cn1c(=O)c2cnc(-c3ccc(C(F)(F)F)cc3)nc2n(C)c1=O | nt | 3.0
O=[N+]([O-])c1cccc2c1NC(c1ccc(Cl)cc1)C1CC=CC21 (stereo not drawn) | 86.0* | 1.3
c1ccc2[nH]c(C34CC5CC(CC(C5)C3)C4)nc2c1 | -5.1 | -0.5
COc1cc(/C=C2/SC(N3CCCC3)=NC2=O)ccc1O | 10.0 | 0.1
CC(=O)Nc1ccc(OC(=O)c2cccc(Cl)c2)cc1 | nt | -22.7
C=CCN1CC(c2nc3ccccc3n2Cc2c(F)cccc2Cl)CC1=O (stereo not drawn) | -4.7 | -11.8
O=C(NCc1ccco1)c1cnn2c3c(cnc12)CCCCCC3 | -0.9 | -1.1
O=C1CCCC/C1=C/Nc1ccc(S(=O)(=O)Nc2ncccn2)cc1 | 5.0 | 11.0
O=C(CCCc1ccccc1)NC1CCCCC1 | -9.6 | -57.2
COc1ccc(C2CC(C(F)(F)F)n3ncc(C(=O)Nc4cccc(C)c4C)c3N2)cc1OC (stereo not drawn) | 26.0 | -4.6
CC(C)CC(=O)N1CCC(c2ccn3ncc(C(=O)N4CCC(C)CC4)c3c2)CC1 | 20.2 | -6.5
CCOc1ccccc1C1Nc2ccccc2-c2nnc(SC)nc2O1 (stereo not drawn) | -6.0 | -0.3

Overlap with the part before: 2 entries; new compounds follow.
Compound | mHTT-CaM PPI inh | Pf apPOL block
CC(C)CC(=O)N1CCC(c2ccn3ncc(C(=O)N4CCC(C)CC4)c3c2)CC1 | 20.2 | -6.5
CCOc1ccccc1C1Nc2ccccc2-c2nnc(SC)nc2O1 (stereo not drawn) | -6.0 | -0.3
CCS(=O)(=O)c1ccc(CC(=O)N2CCN(c3nc4c(F)cccc4s3)CC2)cc1 | 1.1 | -17.4
CCc1ccc(CNC(=O)C2CCN(c3ncnc4c3nc3n4CCCCC3)CC2)cc1 | -0.1 | -0.2
CC1=CC(=C(C#N)C#N)C=C(C)O1 | -2.6 | 1.1
NC(C(=O)O)c1ccc(CCCC(=O)O)s1 (stereo not drawn) | 2.1 | -8.6
CC(=Cc1ccccc1)C=C1SC(=S)N(CCC(=O)O)C1=O | 14.4 | -82.8
COc1ccc(-c2cc(C(=O)Nc3ccccc3[N+](=O)[O-])c3ccccc3n2)cc1OC | 6.0 | -8.2
CCN(C)C1CN(Cc2cn(Cc3cccc(Cl)c3)nn2)S(=O)(=O)C1 (stereo not drawn) | -11.6 | -10.0
COc1ccc(N2CCSC2C(=O)c2ccccc2)cc1 (stereo not drawn) | 17.0 | -3.4
O=C1C2C3CCC(C3)C2C(=O)N1CNc1cccc(Cl)c1 (stereo not drawn) | 0.0 | -4.8
Cn1nc(C(=O)Nc2ccc(-c3ccc(N4CCCC4)nn3)cc2)ccc1=O | -7.9 | 1.9
COc1ccccc1NC(=O)C(CCS(C)(=O)=O)N1C(=O)c2ccccc2C1=O (stereo not drawn) | -1.0 | -4.6
CCCc1nc2cccnc2n1C1CCN(C(=O)c2ccc(Cl)s2)C1 (stereo not drawn) | 2.9 | -8.0
Cc1ccc(NC(=O)c2ccc(Cn3cncn3)cc2)cc1Cl | 10.7 | -3.4
Nc1ccc(Oc2ccc3c(c2)C(=O)N(c2cccc(C(F)(F)F)c2)C3=O)cc1 | 1.0 | -2.3
CC(C)(C)c1[nH]nc2c1C(c1cccnc1)C(C#N)=C(N)O2 (stereo not drawn) | 1.0 | 0.7

Compound | mHTT-CaM PPI inh | Pf apPOL block
O=C(Nc1cccc(C(=O)N2CCCCC2)c1)C1CC1 | -7.3 | -4.0
O=C(Nc1ccc(Cl)cc1)c1csc2c1CCCC2 | -25.0 | -1.8
COCCC1CCN(C(=O)CN(C)C(=O)c2cccc(F)c2)CC1 | -5.1 | 0.5
CC1=C(C(=O)Nc2ccccn2)C(c2ccncc2)n2ncnc2N1 (stereo not drawn) | 2.0 | 1.7
Cc1nonc1C1=CC(C)(c2nonc2C)C(C#N)(C#N)C(N)=C1C#N (stereo not drawn) | 8.0 | 9.2
CCOc1ccc(CCNC(=O)C2=C(C)C(=O)OC23CCCCC3)cc1OCC | -6.2 | -1.0
Cc1cccc(NC(c2cccc(C)n2)c2ccc3ccc(C)nc3c2O)n1 (stereo not drawn) | 76.0* | 0.9&-2.3
CC(=O)c1ccccc1NC(=O)CCCn1nc(C)c([N+](=O)[O-])c1C | -3.0 | -26.8
Cc1cc(C)nc(SCC(=O)Nc2ncc(Cc3ccc(Cl)cc3)s2)n1 | 29.9 | -12.0
O=C(c1cc(-c2cccs2)[nH]n1)N1CCc2nc3cc[nH]n3c(=O)c2C1 | 13.0 | -1.4
CN1C(=O)C2(CCN(S(=O)(=O)c3ccccc3)C2)c2ccccc21 (stereo not drawn) | -4.4 | -3.5
O=C1OC2(CCCC2)OC(=O)C1=Cc1c[nH]c2ccccc12 | 7.0 | -16.1
CCOC(=O)Nc1ccc2c(c1)N(C(=O)N1CCOCC1)c1ccccc1CC2 | 14.2 | -10.7
NS(=O)(=O)c1ccc(NC(=O)CN2CCCCC2)cc1 | nt | -0.1
O=C(C1CCCC1)N1CCN(c2ccc([N+](=O)[O-])cc2)CC1 | 10.5 | -3.8

Compound | mHTT-CaM PPI inh | Pf apPOL block
Cc1ccc(NC(=O)c2cc3c(C)nn(-c4ccccc4)c3s2)cc1[N+](=O)[O-] | 9.0 | -1.8
CC(CNC(=O)c1cncc(Br)c1)NC(=O)c1cncc(Br)c1 (stereo not drawn) | -5.0 | -1.6
O=C(Nc1nccs1)c1cc2ccccc2oc1=Nc1cccc(Cl)c1 | 3.0 | 1.0
CC(C)C(N)C(O)(c1ccccc1)c1ccccc1 (stereo not drawn) | nt | -12.1
COc1ccc([N+](=O)[O-])cc1NC(=O)CCS(=O)(=O)c1ccc(Br)cc1 | 2.0 | -0.9
O=C(NCCc1ccccc1)NC1(C(F)(F)F)Oc2ccccc2O1 | -7.0 | -5.7
N#Cc1nc(COc2ccccc2Cl)oc1N1CCCC1 | 23.0 | 0.8
Cc1ccccc1C(=O)N1CCc2c(nc3cc[nH]n3c2=O)C1 | 0.6 | -0.9
N#Cc1cccc(NC(=O)c2cccs2)c1 | -2.5 | -3.9
CCCCNC(=O)NC(=O)c1c(Cl)nc(Cl)c(Cl)c1C | -4.0 | -5.6
O=C(Nc1nc2ccccc2s1)C1CCCN(c2ncnc3c2nc2n3CCCCC2)C1 (stereo not drawn) | 6.0 | 1.8
O=C(CSc1ccc2nnc(-c3cccnc3)n2n1)c1ccc(Cl)cc1 | 2.9 | 4.8
O=C(O)c1ccc(C(=O)c2ccc([N+](=O)[O-])cc2)cc1 | 1.2 | -9.2
CON(Cc1ccccc1)S(=O)(=O)c1ccccc1Br | -70.3 | -2.4
CCC(=O)N1CCc2cc(Br)cc(S(=O)(=O)NCCOC)c21 | 1.0 | -5.9

The closing two records of the section before come first, to join the parts.
Compound | mHTT-CaM PPI inh | Pf apPOL block
CON(Cc1ccccc1)S(=O)(=O)c1ccccc1Br | -70.3 | -2.4
CCC(=O)N1CCc2cc(Br)cc(S(=O)(=O)NCCOC)c21 | 1.0 | -5.9
CC1(C)CC(=O)c2sc(NS(=O)(=O)c3ccc(Br)cc3)nc2C1 | 0.0 | -7.0
Cc1ccc(N(C(=O)Cc2nc(N)n[nH]2)C2(C(=O)Nc3ccccc3C)CCCCC2)cc1 | 17.0 | -6.5
O=c1oc2cc(Cl)ccc2n1S(=O)(=O)c1ccc([N+](=O)[O-])cc1 | 30.0 | 2.7
CC1CN(C(=O)Nc2ccc(Cl)cc2)CC1c1nc(-c2ccccc2)no1 (stereo not drawn) | -27.1 | -4.0
c1ccc(-c2nc(Sc3ncnc4c3cnn4-c3ccccc3)n[nH]2)cc1 | 1.0 | -8.0
Cn1cc2c3c(cccc31)CN(C(=O)c1ccccc1F)CC2 | 30.2 | -2.3
O=C1C2C(C(=O)N1c1cccc(C(F)(F)F)c1)C1C=CC2C12CC2 (stereo not drawn) | -2.0 | -0.2
NCCCCNc1ccccc1[N+](=O)[O-] | 3.3 | -3.3
O=C(Nc1ccccc1)c1cccc2[nH]cc(CN3CCSCC3)c12 | -2.0 | -3.8
COc1ccccc1C(=O)N1CCN(c2ccc(C)cc2C)C(=O)C1C (stereo not drawn) | -6.1 | -1.5
O=S(=O)(CC(O)Cn1ccc(C(F)(F)F)n1)c1ccc(Cl)cc1 (stereo not drawn) | nt | -9.9
CC(C)COc1cccc(C(=O)Nc2cccc(-c3nc4ncccc4o3)c2)c1 | 2.0 | -5.1
O=C1CCCN1c1cc(Cl)ccc1Cl | -0.5 | 0.5
O=C(CSc1ncnc2nc(N3CCc4ccccc4C3)sc12)NCC1CCCO1 (stereo not drawn) | -11.7 | -3.9
COc1ccc(-n2nc(C(=O)NCC(=O)NC3CCCCC3)c3ccccc3c2=O)cc1OC | -1.0 | -2.7

Compound | mHTT-CaM PPI inh | Pf apPOL block
CC(=O)COc1ccc2c(c1)OC(=Cc1ccccc1Cl)C2=O | 2.1 | -1.2
COCCNC(=O)C1CCN(c2cccc(C)c2C)C1=O (stereo not drawn) | -6.7 | -1.6
CCOC(=O)Oc1ccc2c(=O)c(Oc3cccc(OC)c3)coc2c1 | 13.2&30.0 | -8.6&-7.5
Cc1cccc(N2CC(C(=O)NCc3ccc(F)cc3)CC2=O)c1 (stereo not drawn) | -0.2 | -3.8
N#Cc1c(-c2cccs2)cc(-c2cccs2)nc1OCC(=O)c1ccc(-c2ccccc2)cc1 | nt | -2.8
O=C(Nc1ccc(N2CCN(C(=O)Nc3ccccc3)CC2)cc1)C1CCC1 | 13.4 | -4.4
Cc1cc(C)c2c(N)c(C(=O)Nc3ccc(Cl)c(Cl)c3)sc2n1 | 3.0 | -5.6
O=C(CSc1nnc(CCc2ccccc2)n1-c1ccccc1)N1CCCCC1 | 7.8 | -1.8
Cc1ccc(N2CC(C(=O)NCc3ccccc3)CC2=O)cc1Cl (stereo not drawn) | -5.9 | -3.3
CCc1ccc(N2CCN(C(=O)c3ccc(OC)cc3)C(C)C2=O)cc1 (stereo not drawn) | -1.6 | -6.6
COc1cccc(CNC(=O)c2cnn3c(C)c(Cc4ccccc4)c(C)nc23)c1 | 0.0 | -10.0
CC(C)CNC(=O)COc1ccc(Cl)cc1Cl | -8.3 | -10.9
C=C(C)CN(CC)Cc1cc(OC)c(O)c([N+](=O)[O-])c1 | 0.8 | -4.1
Cc1ccc(C)c(C(O)=C2C(=O)C(=O)N(CCN3CCOCC3)C2c2ccncc2)c1 (stereo not drawn) | -1.8 | 0.0
Cc1ccc(C(=O)N2CCC(c3nc(CCNC(=O)C4CC4)cs3)CC2)c(C)c1 | 10.1 | 1.1

SMILES	mHTT-CaM PPI inh	Pf apPOL block
COCCCNC(=O)Cn1c(=O)oc2cc(Cl)ccc21	-9.0	-3.4
COc1ccc(Cc2nnc3c4cnn(C)c4ncn23)cc1	4.0	-5.6
Cc1cc(/C=N/NC(N)=S)c(C)n1-c1sc2c(c1C#N)CCCC2	+	nt
Cc1cnc(-n2nnc(C(=O)Nc3nc4ccc(Cl)cc4s3)c2C)s1	-13.5	-3.6
COc1ccc(Oc2coc3cc(O)ccc3c2=O)cc1	-2.6&5.5&20.2	-7.3&-4.2
O=S(=O)(c1ccc(Br)s1)N1CCc2ccccc21	-52.0	-9.1
CCCC1c2ccc(C)n2CCN1C(=O)Nc1ccc(Cl)cc1 (stereo not drawn)	50.5*	-3.8
COc1c(C(=O)NC(C)(C)C)sc2cccc(F)c12	-14.1	-48.1
O=C(CN1CCCCC1c1nc(-c2ccc(F)cc2)no1)NCc1cccs1 (stereo not drawn)	-7.7	0.2
Cc1cccc(CS(=O)(=O)Cc2ccc(C(=O)NCc3ccccn3)o2)c1	8.0	-15.1
Cc1ccc(S(=O)(=O)N2CCC(n3cnc4cc(F)ccc4c3=O)CC2)c(C)c1	-0.8	-6.4
CC12CCC(C(=O)N3CCCC3)(CC1=O)C2(C)C (stereo not drawn)	-4.0	3.1
O=C(Nc1ccc(Br)cc1)C1CC(=O)N(c2ccc(Br)cc2)C1 (stereo not drawn)	-9.5	1.7
Cc1cc([N+](=O)[O-])ccc1NC(=O)C(C)C	-0.1	-4.5
Cc1ccc(C)c(CN2C(=O)CCc3c(C)nc(C)nc32)c1	2.5	23.9

Reprinted at random: 2 records from the list
SMILES	mHTT-CaM PPI inh	Pf apPOL block
Cc1ccc(S(=O)(=O)N2CCC(n3cnc4cc(F)ccc4c3=O)CC2)c(C)c1	-0.8	-6.4
Cc1ccc(C)c(CN2C(=O)CCc3c(C)nc(C)nc32)c1	2.5	23.9

The list goes on:
SMILES	mHTT-CaM PPI inh	Pf apPOL block
Cc1cc(C)cc(NC(=O)Cn2nc3c(cc2=O)CCCC3)c1	-3.5	-2.0
Cc1cccc(NC(=O)N2CCOc3ccccc32)c1C	-0.5	-1.5
CCOC(=O)N1CCC2(CC1)N=C(c1ccccc1O)CC(c1ccc(Cl)cc1)N2 (stereo not drawn)	8.2	-1.0
COc1ccc2oc(-c3ccc(NC(=O)c4cccc(Br)c4)cc3)nc2c1	34.0	-8.5
CCC(C)NC(=O)c1ccc2nc(N)sc2c1 (stereo not drawn)	0.0	-4.8
CCOc1ccccc1CN(C)C1CCN(C)CC1	-8.2	5.4
c1cncc(-c2ccn3c(n2)nc2ccccc23)c1	-4.1	3.3
COc1ccc(OC)c(C=C2Oc3cc(OCC#N)ccc3C2=O)c1	-6.2	-59.6

Profiles, quoted from the list.
Entry for CCOC(=O)N1CCC2(CC1)N=C(c1ccccc1O)CC(c1ccc(Cl)cc1)N2 (stereo not drawn) → mHTT-CaM PPI inh: 8.2; Pf apPOL block: -1.0
Entry for CCOc1ccccc1CN(C)C1CCN(C)CC1 → mHTT-CaM PPI inh: -8.2; Pf apPOL block: 5.4

Assay outcomes as filed in PubChem.
